Compound activity as filed in PubChem.
MEKK2 WT-MEK5: raises or lowers MEK5 binding to wildtype human MEKK2 PB1 domain. Q9Y2U5. bead flow cytometry, Alexa488-MEK5 binding to MEKK2 WT; actives lie on both sides. binding response (% of control), % at 10 µM. 1.1% of 290,000 active. AID 1531; in the data active = binding response below about 67% or above about 130%
M18AAP inhibitor: PfM18AAP enzyme inhibition | inhibition, % at 7.35 µM | recombinant PfM18AAP, H-Glu-NHMec fluorogenic cleavage | 1.2% of 290,000 active;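 active = inhibition above the campaign mean inhibition over all tested compounds plus 3 SD, cut at about 28% in these data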;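 note: 0% = plate median of test compound wells and 100% = 2 mM ZnCl2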
MEKK2mut PB1 HTS: signal of MEK5 binding to mutant human MEKK2 PB1 domain. bead flow cytometry, Alexa488-MEK5 binding to MEKK2 mutant. AID 1530. percent response, % at 10 µM. 0.35% of 290,000 active; in the data active = percent response above about 24%, passing the limit was not always enough; note: inactives centre near 1; some results filed as inactive read as strong as hits; reference of the scale not given here
GPR7 antagonist: human neuropeptides B/W receptor 1 antagonism. GPR7-expressing cells, fluorescence antagonist assay. inhibition, % at 4.4 µM. 1.1% of 290,000 active. AID 1861; in the data active = inhibition above about 16%, passing the limit was not always enough;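 note: cells stimulated with the agonist NPW; 0% = agonist with vehicle and 100% = vehicle without agonist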
PHOSPHO1 block: PHOSPHO1 (human) inhibition; 1.1% of 290,000 active; inhibition, % at 13.3 µM; AID 1565; Q8TCT1; recombinant PHOSPHO1, absorbance phosphatase assay; in the data active = inhibition above about 60%
OXTR ag: agonists of human oxytocin receptor; CHO-OTR cells, Fluo-8 calcium fluorescence; normalized: DMSO 0%, oxytocin 100%; activation, % at 3 µM; AID 2435; 0.32% of 320,000 active; P30559;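 active = activation above the mean of all tested compounds plus 3 SD, cutoff set per screening run, cut at about 20% in these data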;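 note: peak over basal fluorescence ratio from a 100 s FLIPR kinetic read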
Target sequence (P30559 whole entry, looked up): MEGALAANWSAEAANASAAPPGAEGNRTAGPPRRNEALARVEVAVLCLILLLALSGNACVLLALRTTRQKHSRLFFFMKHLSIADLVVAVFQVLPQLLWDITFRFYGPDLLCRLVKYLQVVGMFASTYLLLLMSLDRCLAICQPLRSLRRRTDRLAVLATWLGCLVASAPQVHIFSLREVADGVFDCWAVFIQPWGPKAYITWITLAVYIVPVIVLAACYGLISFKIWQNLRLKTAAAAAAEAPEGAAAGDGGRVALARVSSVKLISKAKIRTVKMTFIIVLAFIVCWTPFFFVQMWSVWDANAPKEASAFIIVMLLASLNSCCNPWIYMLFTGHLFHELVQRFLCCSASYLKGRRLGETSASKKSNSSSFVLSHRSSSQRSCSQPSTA
MEKK3 PB1 HTS: MEKK3-MEK5 PB1 interaction, increase or decrease; Q99759; bead-based flow cytometry, Alexa488-MEK5 binding to MEKK3; actives lie on both sides; 0 = blocked by unlabeled MEK5, 100 = vehicle; binding response (% of control), % at 10 µM; 1.4% of 290,000 active; AID 1529;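 active = binding response more than 3 SD above or below the average of its plate-row segment, actives on both sides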;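 note: Alexa488 bead fluorescence after subtracting the streptavidin-only scavenger bead signal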
Target sequence (Q99759 whole entry, looked up): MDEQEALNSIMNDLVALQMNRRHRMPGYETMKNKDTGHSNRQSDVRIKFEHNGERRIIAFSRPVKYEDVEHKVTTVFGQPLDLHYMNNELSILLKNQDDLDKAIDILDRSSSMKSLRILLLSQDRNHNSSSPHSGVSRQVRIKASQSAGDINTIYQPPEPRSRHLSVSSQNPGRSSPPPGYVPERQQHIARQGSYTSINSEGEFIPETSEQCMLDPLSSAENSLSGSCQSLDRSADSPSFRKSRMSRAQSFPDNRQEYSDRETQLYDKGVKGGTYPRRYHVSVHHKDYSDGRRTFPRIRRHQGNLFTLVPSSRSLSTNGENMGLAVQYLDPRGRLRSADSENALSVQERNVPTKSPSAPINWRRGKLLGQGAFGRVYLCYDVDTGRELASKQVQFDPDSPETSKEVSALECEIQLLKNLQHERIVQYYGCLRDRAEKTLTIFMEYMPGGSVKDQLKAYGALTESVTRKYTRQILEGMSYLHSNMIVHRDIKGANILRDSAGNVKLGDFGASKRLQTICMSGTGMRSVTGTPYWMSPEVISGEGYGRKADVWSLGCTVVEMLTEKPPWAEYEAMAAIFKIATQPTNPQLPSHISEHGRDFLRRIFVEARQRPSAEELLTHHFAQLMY
DNA FID counter: fluorescent intercalator displacement, NS3 helicase counter-screen. DNA fluorescent intercalator displacement, fluorescence. inhibition, % at 7.9 µM. 0.17% of 290,000 active. AID 1845; in the data active = inhibition above about 37%;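 note: 0% = vehicle and 100% = reference compound; higher means more ethidium bromide displaced from hairpin DNA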
NALP1 yeast inh: blocks the NALP1 inflammasome reconstituted in yeast | AID 2071 | inhibition, % at 10 µM | S. cerevisiae NALP1/ASC/caspase-1 growth, X-gal OD620, 72 h | 0.61% of 280,000 active; in the data active = inhibition mostly above about 24%, no sharp cut-off; inactive = mostly below about 32%; note: some compounds called inactive have numbers as strong as hits
* hit, by the source's call; / = no result given.

SMILES	MEKK2 WT-MEK5	M18AAP inhibitor	MEKK2mut PB1 HTS	GPR7 antagonist	PHOSPHO1 block	OXTR ag	MEKK3 PB1 HTS	DNA FID counter	NALP1 yeast inh
CCOc1ccc(-c2noc(CCC(=O)NC3CCCCC3)n2)cc1OC	104.0	-0.1	3.0	1.6	23.7	-0.7	100.0	-7.6	22.9
COC(=O)c1c(NC(=O)C2CC=CCC2C(=O)O)sc2c1CCCCC2 (stereo not given)	91.0	29.0*	-3.0	0.8	26.3	-0.5	82.0	-29.3	18.3
CCCCCCC1CC(/C(C)=N\NC(N)=O)OC1=O (stereo not given)	90.0	0.5	-4.0	0.3	2.3	-1.4	92.0	1.9	22.0
CCC1CCC2(CC1)NC(CO)(CO)CO2 (stereo not given)	100.0	-1.4	1.0	-9.5	13.2	1.3	102.0	4.1	22.7
Cc1ccc2nc(SCC(=O)NCc3ccco3)c(C#N)cc2c1	90.0	-11.8	-1.0	-1.2	27.6	-1.3	98.0	-4.1	23.5
COc1cc(O)ccc1/C=N/NC(=O)c1ccc([N+](=O)[O-])cc1	94.0	-12.5	-3.0	1.2	15.5	-1.1	98.0	0.7	9.8
c1ccc(NC2=Nc3ccccc3CC2)cc1	104.0	-4.1	8.0	4.6	-2.7	1.3	104.0	0.0	10.3
CC1CCCN(CCCN2C(=O)C3C(C(=O)Nc4ccc(Cl)cc4)C4C=CC3(O4)C2C(=O)NC2CCCCC2)C1 (stereo not given)	114.0	-12.2	3.0	0.5	-1.9	-0.6	103.0	4.1	15.5
CC12CCC(C(=O)NCc3ccccc3)(OC1=O)C2(C)C (stereo not given)	102.0	-8.4	2.0	-3.0	8.7	-0.5	101.0	-5.8	20.0
C=CCn1c(-c2ccc(Cl)cc2)cnc1SC(C)C(=O)NC(N)=O (stereo not given)	99.0	1.2	-9.0	-2.2	-0.6	-0.2	108.0	-22.7	-0.1
C/C(=N/NC(=S)Nc1cccc(C)c1)c1cccc([N+](=O)[O-])c1	92.0	4.7	-8.0	-6.7	1.4	-1.2	94.0	-7.1	13.3
CCc1nnc(NC(=O)C2CCCN2C(=O)Nc2ccc(C)cc2)s1 (stereo not given)	97.0	0.2	1.0	-12.0	27.9	-0.1	101.0	-10.0	2.8
O=c1n(S(=O)(=O)c2cccc3cccnc23)c2ccccc2n1S(=O)(=O)c1cccc2cccnc12	97.0	1.0	7.0	-3.2	16.2	2.0	100.0	10.4	3.7
O=C(NCC1CC1)C1(S(=O)(=O)c2ccccc2)CC=CC1	103.0	-5.4	2.0	-11.5	-109.0	-0.1	103.0	-1.7	15.3
Cc1ccc(NC(=O)c2cc(S(=O)(=O)N3CCc4ccccc43)cn2C)cc1	101.0	4.3	1.0	-10.8	17.6	-0.9	105.0	-40.3	14.1
O=C(Nc1ccnn1C1CCN(Cc2ccc(O)c(Cl)c2)CC1)C1CCCC1	106.0	-5.5	-1.0	-8.8	4.6	-0.3	101.0	6.1	14.6
CC(C)n1c(C(F)(F)F)nc2cc(C(=O)N3CCC(O)CC3)ccc21	99.0	-4.7	-4.0	-2.2	12.3	-0.5	103.0	-1.8	/
CC(=O)Nc1ccc(NC2=CC(=O)CC(C)(C)C2)cc1	98.0	1.6	-3.0	-4.3	0.1	0.2	99.0	-5.0	9.1
N#CCC(=O)NC1CCC(CC2CCC(NC(=O)CC#N)CC2)CC1 (stereo not given)	108.0	6.8	4.0	25.5	47.9	0.3	107.0	-11.2	16.9
COc1ccc(NC(=O)CC2C(=O)N(C)C(=S)N2Cc2ccncc2)cc1 (stereo not given)	102.0	-4.8	1.0	-2.7	-150.6	0.3	91.0	-1.0	3.7
Cc1cc(NC(=O)CCC(=O)N(Cc2ccccc2)C(C(=O)NC2CCCC2)c2ccc(C)o2)no1 (stereo not given)	101.0	8.3	2.0	-9.3	46.2	2.7	101.0	-51.0	-7.3
CC(CCc1ccccc1)NC(=O)c1nnc(Cc2ccc(Cl)cc2)o1 (stereo not given)	103.0	-0.7	9.0	-8.4	6.1	1.5	100.0	-14.2	33.5
CC1=C(C(=O)OC(C)C)C(c2c(O)ccc3ccccc23)NC(=O)N1 (stereo not given)	110.0	-2.7	13.0	1.3	-9.3	-0.2	108.0	-26.0	15.2
COc1ccc(/C=C2\SC(N)=NC2=O)cc1	107.0	1.8	5.0	-18.5	34.0	/	108.0	0.2	12.8
Cc1cccc(C)c1OCc1cc(C(=O)N2CCN(c3ccc(F)cc3)CC2)no1	99.0	0.7	-1.0	-6.8	47.5	0.3	100.0	-47.9	30.5
O=C1C2CC=CCC2C(=O)N1Nc1ccccc1 (stereo not given)	97.0	-2.0	-4.0	-14.7	14.7	-0.6	103.0	-2.5	16.6
COc1ccc(C(=O)n2c(N)nc3ccccc32)cc1OC	107.0	6.2	4.0	-13.3	23.5	0.7	103.0	-3.3	7.1
C=CCN(C(=O)c1ccc2snnc2c1)c1ccccc1	94.0	-6.5	-11.0	14.0	28.0	0.1	97.0	-12.6	25.2
Cc1noc(C)c1COC(=O)c1ccc2c(c1)OCCO2	117.0	1.3	21.0	-5.3	2.0	4.1	106.0	-13.7	-75.7
CCC(C)(C)C1CCC2(CC1)NC(=O)N(CC(=O)Nc1nc(-c3ccc(C)cc3)cs1)C2=O (stereo not given)	104.0	-22.4	8.0	-8.4	4.8	0.5	104.0	-0.4	23.5
Cc1cc2cc3c(cc2nc1SCC(=O)N1c2ccccc2CC1C)OCO3 (stereo not given)	100.0	-1.9	2.0	2.7	-10.4	-0.6	104.0	-5.9	14.1
Cc1cccn(Cc2c(F)cccc2Cl)c1=O	81.0	-7.0	-12.0	-9.2	7.4	-0.5	86.0	-1.5	13.3
CC(C)C(NS(=O)(=O)c1ccccc1)C(=O)N1CCCCCC1 (stereo not given)	103.0	0.2	1.0	-11.6	31.6	-0.3	107.0	-15.5	10.5
Cc1cc(C)c2cc(C(=O)N3CCC(C(=O)c4ccc(F)cc4)CC3)[nH]c2c1	92.0	5.7	-18.0	-1.4	21.4	-2.3	89.0	-26.7	9.2
CN(Cc1ccccc1)CC(O)COc1ccc(CNCCOc2cccnc2)cc1 (stereo not given)	133.0	-10.9	13.0	-4.0	14.0	0.8	105.0	12.2	10.5
CC(=O)c1cccc(NC(=O)CN(C)Cc2ccc(OC(F)F)cc2)c1	99.0	-4.8	-5.0	-2.5	49.1	0.1	96.0	1.6	21.5
COc1cccc(-c2nn3c(-c4ccccn4)nnc3s2)c1	110.0	12.0	16.0	7.2	18.9	-2.3	110.0	-13.3	-12.8
CCOc1ccc(CNC(=O)c2cc3oc4ccccc4c3n2C)cc1	100.0	-3.6	-1.0	-1.0	7.8	-1.3	101.0	-11.1	53.7
Cc1ccc(C(c2nnnn2CCC(C)C)N2CCN(C)CC2)cc1 (stereo not given)	107.0	-17.3	1.0	-0.5	2.9	1.3	104.0	20.6	/
CN(C)NC(=O)c1csnc1-c1c(Cl)cccc1Cl	102.0	-15.1	16.0	-9.0	25.4	0.1	107.0	3.2	21.7
Cc1ccc(Cn2cnc3c(cnn3C(C)(C)C)c2=O)cc1	88.0	0.5	-8.0	1.2	-15.4	2.8	95.0	-16.6	4.2
COc1ccc(-c2cc(C)no2)cc1S(=O)(=O)N1CCCN(Cc2ccc(F)cc2)C1	108.0	-7.8	6.0	12.6	6.8	-1.1	102.0	-3.9	9.7
Cc1ccc(S(=O)(=O)c2cc3c(=O)n4ccccc4nc3n(CCCN3CCOCC3)c2=N)cc1C	98.0	27.4	-2.0	-13.2	15.9	-0.3	91.0	-10.5	7.5
COc1ccccc1CCNC(=O)C(=O)NCC1OCCN1S(=O)(=O)c1ccc(OC)c(OC)c1 (stereo not given)	100.0	2.7	-1.0	-3.8	15.1	1.4	99.0	-34.8	4.4
COc1cc(NC(=O)CN2C(=O)NC(C)(c3ccc(OC(F)F)cc3)C2=O)cc(OC)c1OC (stereo not given)	99.0	5.0	-1.0	25.8*	35.1	2.9	100.0	-21.6	-3.1
CCc1c(C)nc2cc(-c3cc(OC)cc(OC)c3)nn2c1N1CCCC1	114.0	-9.4	8.0	-26.2	-21.2	-1.8	107.0	-14.9	-10.2
CCc1ccc(C2C(C#N)=C(N)N(N(C)C)C3=C2C(=O)CCC3)cc1 (stereo not given)	108.0	12.3	9.0	-8.7	24.2	-0.4	107.0	-18.2	20.6
CN1C(=O)S/C(=C/c2ccc(OCc3cccc(C(=O)O)c3)cc2)C1=O	104.0	2.1	2.0	-12.4	23.5	-0.1	105.0	-30.9	8.3
O=C(c1nc2ccc(Cl)cn2c1CNCCn1ccnc1)N1CCCCCCC1	90.0	3.2	-15.0	-2.3	39.5	-1.8	98.0	-0.5	-3.5
Cc1nnc(NC(=O)CSc2nnc(CNC(=O)c3ccccc3)n2-c2ccccc2)s1	114.0	-7.1	10.0	-11.2	-5.8	-0.7	107.0	-5.6	/
O=C(Nc1ccc(S(=O)(=O)N2CCOCC2)cc1)c1ccc(=O)[nH]c1	100.0	-13.4	2.0	-3.5	18.9	0.8	103.0	-2.5	20.0
CCOP(=O)(OCC)/C(C#N)=C/c1c[nH]c2ccccc12	97.0	-0.6	4.0	-4.7	-32.0	-0.2	96.0	-20.0	10.9
Cc1ccc(-n2c(=O)cc(N3CCCCCC3)[nH]c2=O)cc1	116.0	4.5	12.0	4.0	2.5	1.4	113.0	0.2	10.7
COc1ccc(CCNC(=O)CC2C(=O)NCCN2CC(C)(C)C)cc1 (stereo not given)	106.0	-0.5	-9.0	-3.5	27.9	0.6	99.0	-9.1	1.7
O=C(NCCN1CCOCC1)c1cc(Sc2cccc(Cl)c2)nc2ccccc12	105.0	-0.6	0.0	10.7	-3.5	0.1	116.0	-0.7	21.2
O=C(O)CCN(CCC(=O)O)c1ccccc1	105.0	5.0	1.0	-11.6	-3.7	0.4	100.0	6.1	0.9
C=CCn1c(SCc2ccc(C#N)cc2)nnc1-c1ccccc1	111.0	-5.4	7.0	5.9	25.7	0.4	105.0	-17.6	29.4
CN1CCN(c2nc3ccccn3c(=O)c2C=C(C#N)C#N)CC1	109.0	6.1	7.0	-6.3	-14.2	1.0	102.0	-0.9	1.2
CCC(=O)Nc1ccc2c(c1)nc(CCN1CCCCC1)n2C	106.0	-10.6	6.0	-17.4	/	0.2	105.0	-5.4	4.0
CCc1nnc(NC(=O)CSc2nnc(-c3ccccc3O)o2)s1	87.0	34.3*	-7.0	0.1	24.0	0.8	97.0	-15.2	17.2
CC(C)(C)c1ccc(-c2cc(C(=O)NNC(=O)Nc3ccccc3)c3ccccc3n2)cc1	106.0	-5.0	5.0	-19.8	12.8	0.1	107.0	-3.7	25.2

A draw from above in order of count of non-hydrogen atoms, rising:
SMILES	MEKK2 WT-MEK5	M18AAP inhibitor	MEKK2mut PB1 HTS	GPR7 antagonist	PHOSPHO1 block	OXTR ag	MEKK3 PB1 HTS	DNA FID counter	NALP1 yeast inh
Cc1ccc(-n2c(=O)cc(N3CCCCCC3)[nH]c2=O)cc1	116.0	4.5	12.0	4.0	2.5	1.4	113.0	0.2	10.7
CN1CCN(c2nc3ccccn3c(=O)c2C=C(C#N)C#N)CC1	109.0	6.1	7.0	-6.3	-14.2	1.0	102.0	-0.9	1.2
COc1ccc(CCNC(=O)CC2C(=O)NCCN2CC(C)(C)C)cc1 (stereo not given)	106.0	-0.5	-9.0	-3.5	27.9	0.6	99.0	-9.1	1.7
O=C(c1nc2ccc(Cl)cn2c1CNCCn1ccnc1)N1CCCCCCC1	90.0	3.2	-15.0	-2.3	39.5	-1.8	98.0	-0.5	-3.5
